RMI-FANCM inh – blocks RMI1/RMI2 complex binding to FANCM MM2 peptide; AID 1159607; FP signal (polarization) at 33 µM; Fluorescence polarization, RMI core complex with F-MM2 peptide; hits give low values; actives 0.58% (n = 70,000); in the data active means FP signal below about 40; further: inactives centre near 61; strong numbers were not always called active; unit not given here
An asterisk follows results filed as active; & = joins results of further samples. A portion of the library; count on the stated rates, not on these rows.

SMILES	RMI-FANCM inh
COC(=O)c1sc2ccccc2c1NC(=O)c1ccn(C)n1	70
O=C(N/N=C\c1ccc(F)cc1)c1cc(-c2ccc(Cl)cc2Cl)n[nH]1	116
Cc1cc2c(cc1C)NC(CC(=O)Nc1ccccc1OC(F)F)C(=O)N2 (stereo not given)	63
O=C(O)CC1CCCc2ccccc2C1O (stereo not given)	55
CC(C)(C)c1ccc(C(=O)NCCOc2ccccc2)cc1	61
CCC(=O)N1CCc2ccc(NS(=O)(=O)Cc3ccccc3Cl)cc2C1	68
COc1ccc(Cl)cc1C(=O)NCCOc1ccccc1	60
O=C1/C(=C/c2cc(Br)cs2)Cc2ccccc21	54
COc1ccc(-c2cc(=O)n(CC(=O)N3CCc4ccccc43)cn2)cc1	74
COc1ccc(CCNS(=O)(=O)c2ccccc2F)cc1OC	57
Cn1nc(C(=O)Nc2ccc(OC(F)(F)F)cc2)ccc1=O	60
Cn1c(=O)c2c(ncn2CCN2CCOCC2)n(C)c1=O	52
O=C(CCSc1nc2ccccc2o1)N1CCc2cc([N+](=O)[O-])ccc21	56
CN1CCN(c2ccc(CNS(=O)(=O)c3cccc(F)c3)cc2)CC1	63
CCOC(=O)c1c(NC(=O)CSc2nc(-c3ccc(OC)cc3)cs2)sc2c1CCCC2	73
CCN(CC)C(=O)c1cc([N+](=O)[O-])cc2c1-c1ccc([N+](=O)[O-])cc1C2=O	51
Cn1c(=O)c([N+](=O)[O-])c(NC2CCS(=O)(=O)C2)c2ccccc21 (stereo not given)	65
CCOC(=O)c1c(-c2ccccc2)c2cc([N+](=O)[O-])ccc2[nH]c1=O	60
O=Cc1cn(-c2nc(-c3ccccc3)c3cc(Br)ccc3n2)nc1-c1ccccc1	52
C/C(=N/NC(=S)NC(C)(C)C)c1sc(-c2ncc(C(F)(F)F)cc2Cl)nc1C	64
O=C(Nc1ccc2c(c1)OCO2)c1oc2ccccc2c1NC(=O)C(c1ccccc1)c1ccccc1	61
O=C(CSc1nccn1Cc1ccc(F)cc1)Nc1ccc(Cl)c(Cl)c1	58
COc1cccc2sc(N(Cc3ccccn3)C(=O)c3ccc(F)cc3F)nc12	62
COc1ccc(SCC(=O)Nc2nc(-c3ccc(C)c(C)c3)cs2)cc1	65
O=C1Nc2ccccc2SC1C(C(=O)O)c1ccccc1 (stereo not given)	58
COC(=O)c1ccc2c(=O)n(CCC(=O)NCc3cccc(OC)c3)c(=S)[nH]c2c1	58
COCCn1c(SCc2ccccc2Cl)nc2cc(C(=O)NC(C)C)ccc2c1=O	64
O=c1c2ccccc2cc2n1CCCCC2	61
Cc1cc(C(=O)CCl)c(C)n1Cc1ccco1	59
COc1ccc(S(=O)(=O)Nc2ccc3c(c2)CCC(=O)N3)cc1F	52
O=C(Nc1cc(-c2cccs2)nn1-c1ccc(F)cc1)C1CCC1	55
Cc1nc2ccccc2nc1C	53
C#CC1(OCC(O)CN2CCOCC2)CCCCC1 (stereo not given)	66
O=C1COc2cc(Cl)ccc2N1Cc1nc(-c2ccc3c(c2)OCO3)no1	102
Cc1sc2nc(SCC(=O)NCC3CCCO3)n(-c3ccccc3)c(=O)c2c1C (stereo not given)	72
C=CCn1c(SCCC(=O)NCCc2ccccc2)nc2scc(-c3ccccc3)c2c1=O	76
O=C(Cc1ccc([N+](=O)[O-])cc1)Nc1cc(C(F)(F)F)ccc1Cl	56
COC(=O)CNC(=O)c1cccnc1Sc1cc(OC)ccc1OC	57
Cc1ccc(-c2csc(NC(=O)C3CCCCN3S(C)(=O)=O)n2)c(C)c1 (stereo not given)	66
CCOC(=O)c1ccc(NC(=O)c2ccc(=O)n(C)n2)cc1	63
Cc1cc(N2C(=O)C(O)=C(C(=O)c3cc4ccccc4o3)C2c2cccs2)no1 (stereo not given)	36
O=C(OC/C=C/c1ccccc1)c1ccc(S(=O)(=O)N2CCCCC2)cc1	63
COc1ccc(CCNC(=O)c2cc3ccccc3s2)cc1OC	60
CCOc1cc(-c2nnc(NC(=O)c3ccc(C)c(C)c3)o2)cc(OCC)c1OCC	66
O=C(CSc1ncnc2c1nnn2Cc1ccccc1F)N1CCOCC1	62
O=S(=O)(Nc1cccnc1)c1ccccc1F	67
O=C(COc1ccc(Cl)cc1)Nc1ccc2c(c1)N(C(=O)C1CCCC1)CC2	69
O=C(CSc1nc2scc(-c3ccc(F)cc3)c2c(=O)n1-c1ccccc1)Nc1ccc(F)cc1	83
Fc1cccc2c1CNC(=S)N2	61
O=C1c2ccccc2-c2n[nH]c3cccc1c23	-65&-58
O=C(COc1ccccc1)Nc1nc(-c2ccc(Cl)cc2Cl)cs1	86
CCCN1CCCc2cc(CCNS(=O)(=O)c3ccc(OC)cc3C)ccc21	42
Cc1cc(-c2nc3ccccc3[nH]2)c2ccccc2n1	58
Cc1ccc(-c2cnc(SCC(=O)Nc3ccc(F)c(C)c3)o2)cc1C	116
CCOc1ccc(-c2nc(CSc3nc4c(c(=O)[nH]3)CCC4)c(C)o2)cc1OC	59
Cn1c(C(=O)c2ccccc2[N+](=O)[O-])nc2ccccc21	57
Cc1ccc2sc(N3CCN(C(=O)c4ccno4)CC3)nc2c1C	54
O=C([O-])c1ccc[n+]2c(O)c(-c3ccccc3)sc12	69
N#Cc1c(NC(=O)CCN2CCCC2)sc2c1CCCC2	75
Cc1ccc(-c2csc3ncn4nnnc4c23)cc1	54
The list continues.
SMILES	RMI-FANCM inh
CCc1c(C)nc(-n2nc(C)cc2C)n(CC(=O)N2CCC(C)CC2)c1=O	73
COc1ccc(CCNC(=O)c2ccc(=O)n(C)n2)cc1	63
O=C(CSc1c(F)c(F)c(F)c(F)c1F)Nc1ccc(C2SCCS2)cc1	64
CS(=O)(=O)N1CCCC1C(=O)N(Cc1cccnc1)c1nc2ccc(F)cc2s1 (stereo not given)	67
CC1CCCN(c2ccc3cccc(OCC(=O)N4CCN(c5ccccc5)CC4)c3n2)C1 (stereo not given)	55
O=C(c1ccccc1F)N1N=C(c2cccs2)CC1c1ccc2nccnc2c1 (stereo not given)	63
C=C(C)CN1CCN(c2cc(-c3ccccc3)c(C#N)c3nc4ccccc4n23)CC1	61
O=C(Nc1nc2cc3c(cc2s1)OCO3)c1ccno1	56
COc1cccc(C(=O)Nc2ccc(S(N)(=O)=O)cc2)c1OC	54
O=C(Nc1cccnc1)c1csc(Nc2ccccc2)n1	64
O=C(O)CCC(=O)NNc1ccc([N+](=O)[O-])cc1[N+](=O)[O-]	53
COCC(=O)N1CCCc2ccc(NS(=O)(=O)c3cc(Cl)ccc3C)cc21	70
COC(=O)c1ccc(CSc2ccccc2NC(=S)Nc2cccc(SC)c2)o1	66
CC(=O)Oc1cc(C)c2c(c1C(OC(C)=O)OC(C)=O)Oc1c(c(C)c(OC(C)=O)c3c1C(OC(C)=O)OC3=O)OC2=O (stereo not given)	58
CCC(Sc1nncn1C)C(=O)Nc1nnc(-c2cccc([N+](=O)[O-])c2)s1 (stereo not given)	56
CCOC(=O)c1sc(NC(=O)CSc2nc(=O)n(CCN(C)C)c3c2CCCC3)nc1C	54
COc1ccccc1N1CCN(CC(O)COc2ccc(NC(C)=O)cc2)CC1 (stereo not given)	61
O=C(CSc1nnc2ccc3ccccc3n12)Nc1nsc(-c2ccc(Cl)cc2)n1	127
Cc1ccc(Cn2cc(SCCN)c3ccccc32)cc1	87
O=C(Nc1nnc(-c2ccc(F)cc2)s1)c1cccc(Br)c1	57
O=C(Oc1ccccc1)Oc1ccc(N(C(=O)Oc2ccccc2)S(=O)(=O)c2cccs2)cc1	67
CCCNC(=O)CCCCn1c(=O)c2ccccc2n(CC(=O)Nc2ccc(F)c(Cl)c2)c1=O	69
Cc1ccc(-c2nnc(Cn3c(=O)oc4ccc(C)cc43)o2)cc1	65
FC(F)(F)c1cnc(NCCNc2nccc(C(F)(F)F)n2)c(Cl)c1	59

Sorted by length of the SMILES (rising): 19 of the compounds above.
SMILES	RMI-FANCM inh
Cc1nc2ccccc2nc1C	53
O=C(O)CC1CCCc2ccccc2C1O (stereo not given)	55
C#CC1(OCC(O)CN2CCOCC2)CCCCC1 (stereo not given)	66
Cc1cc(C(=O)CCl)c(C)n1Cc1ccco1	59
Cc1ccc(Cn2cc(SCCN)c3ccccc32)cc1	87
COc1ccc(CCNS(=O)(=O)c2ccccc2F)cc1OC	57
O=C([O-])c1ccc[n+]2c(O)c(-c3ccccc3)sc12	69
O=C(Nc1cc(-c2cccs2)nn1-c1ccc(F)cc1)C1CCC1	55
O=C(CSc1nccn1Cc1ccc(F)cc1)Nc1ccc(Cl)c(Cl)c1	58
COc1ccc(SCC(=O)Nc2nc(-c3ccc(C)c(C)c3)cs2)cc1	65
COC(=O)c1ccc(CSc2ccccc2NC(=S)Nc2cccc(SC)c2)o1	66
O=C1COc2cc(Cl)ccc2N1Cc1nc(-c2ccc3c(c2)OCO3)no1	102
Cc1ccc(-c2csc(NC(=O)C3CCCCN3S(C)(=O)=O)n2)c(C)c1 (stereo not given)	66
O=C(Cc1ccc([N+](=O)[O-])cc1)Nc1cc(C(F)(F)F)ccc1Cl	56
O=Cc1cn(-c2nc(-c3ccccc3)c3cc(Br)ccc3n2)nc1-c1ccccc1	52
Cc1cc(N2C(=O)C(O)=C(C(=O)c3cc4ccccc4o3)C2c2cccs2)no1 (stereo not given)	36
CCOC(=O)c1c(NC(=O)CSc2nc(-c3ccc(OC)cc3)cs2)sc2c1CCCC2	73
COC(=O)c1ccc2c(=O)n(CCC(=O)NCc3cccc(OC)c3)c(=S)[nH]c2c1	58
O=C(Nc1ccc2c(c1)OCO2)c1oc2ccccc2c1NC(=O)C(c1ccccc1)c1ccccc1	61

(continued)
SMILES	RMI-FANCM inh
O=C(NCc1cccs1)C(=O)Nc1ccc(N2CCCS2(=O)=O)cc1	75
O=C1Nc2ccccc2/C1=C/c1cccn1-c1ccc(OC(F)(F)F)cc1	55
CS(=O)(=O)c1ccc(NCCCSc2nnc(-c3ccc(S(=O)(=O)N4CCCCCC4)cc3)o2)c([N+](=O)[O-])c1	72
O=[N+]([O-])c1cc(Cl)ccc1N=Nc1cc(F)cc(F)c1O	50
CCOC(=O)c1c(C)n(-c2ccc(C)cc2)c2ccc(OCC(O)CNCc3ccco3)cc12 (stereo not given)	113
O=S(=O)(Nc1nc2ccc3ccccc3c2s1)c1ccc(Cl)s1	131
CCOC(=O)/C(C#N)=N/Nc1cc2c(cc1[N+](=O)[O-])OCCO2	59
O=C(c1ccccc1I)c1c[nH]c2ccccc12	46
CC(C)(C)NC(=S)N/N=C\C=N/NC(=S)NC(C)(C)C	57
N[C@@H](Cc1cc(I)c(Oc2cc(I)c(O)c(I)c2)c(I)c1)C(=O)O	63&63&62
CCCOc1ccc(S(=O)(=O)Nc2ccc3c(c2)N(CC)C(=O)C(C)(C)CO3)cc1	65
COc1ccc(NC(=O)Cn2c(=O)n(-c3ccccc3)c(=O)c3oc4ccccc4c32)c(OC)c1	56
CNC(=O)c1csc(NC(=O)Cc2cccs2)n1	52
CS(=O)(=NC(=S)NC(=O)Oc1ccccc1)c1ccc(Cl)cc1 (stereo not given)	53
CC(=O)N1CCc2ccc(NS(=O)(=O)c3ccc(-c4ccccc4)cc3)cc2C1	68
c1ccc2oc(SCCCCCCSc3nc4ccccc4o3)nc2c1	62
CC(=O)Nc1cc(C)nn1-c1nc(C)cc(=O)[nH]1	67
O=C(c1cccc(C(F)(F)F)c1)N1CCC(c2nnc(-c3ccco3)s2)CC1	62
O=C(CSc1ncccn1)Nc1ccccc1C(F)(F)F	60
CCc1c(C#N)c(SCC(=O)c2ccccc2)nc2c1C(=O)CC(C)(C)C2	182
COc1ccc(C)c2sc(N(CCN(C)C)C(=O)c3ccc4ccccc4c3)nc12	86
CCCC(=O)Nc1ccc(S(=O)(=O)Nc2cccc(-c3ccc(S(C)(=O)=O)nn3)c2)cc1	55
Cc1cc(NC(=O)CSc2ccc(NC(=O)c3cccc(F)c3)nn2)no1	93
CCOC(=O)N1CCN(C(=O)Cc2csc(Nc3ccccc3)n2)CC1	65
COc1ccc2nc(-c3ccc(NC(=O)C4c5ccccc5Oc5ccccc54)cc3)cn2n1	114
Cc1ccc(C(=O)Nc2ccc(S(=O)(=O)N3CCC(c4nc5ccccc5[nH]4)CC3)cc2)cc1C	59
CCC(=O)Nc1ccc(S(=O)(=O)NCCCc2ccc(N(C)C)cc2)cc1	71
CCSc1ccccc1C(=O)Nc1nc(-c2ccc(Cl)s2)cs1	64
COC(=O)c1c(-c2ccco2)csc1NC(=O)CN1CCC(C)CC1	75
O=C(NCCN1CCN(S(=O)(=O)c2ccccc2)CC1)c1c(F)cccc1Cl	65
CCSc1nnc(NC(=O)CCc2csc(NC(=O)Nc3ccccc3)n2)s1	71
COc1cc(/C=C(\C#N)C(N)=S)cc(OC)c1OC	47
CC(C)c1nn(CC(N)=O)c(=O)c2c1cnn2-c1ccccc1	68
Cc1ccc(C)c(S(=O)(=O)Nc2ccc(C(=O)N3CC(C)OC(C)C3)cc2)c1 (stereo not given)	73
CCc1ccc2nc(N3CCN(C(=O)C4CCCN4S(C)(=O)=O)CC3)sc2c1 (stereo not given)	67
Cc1ccccc1Oc1ccc(S(=O)(=O)N2CCCC2)cc1	70
CCCc1c(O)c(C(C)=O)cc2c(=O)c3cc(C(=O)OCC)ccc3oc12	60
COc1cc(C(=O)NCc2ccsc2)cc(OC)c1OC	75
C=C(C1CC1)N(Cc1ccccc1)C(=O)c1cccc(F)c1	61
O=C(Nc1ccc2c(c1)N(C(=O)C1CC1)CCC2)c1ccc(Cl)cc1	53
CCCc1nc(C)c2c(=O)[nH]c(-c3cc(S(=O)(=O)N4CCN(CC)CC4)ccc3OCC)nn12	69
CC(C)c1cccc(C(C)C)c1NC(=O)c1ccncc1	71
CSc1nc(-n2nc(C)cc2C)nc(-c2ccco2)c1C#N	58
O=S(=O)(N1CCNCC1)N1CCOCC1	66
N#Cc1cnc(SCC(=O)NC(=O)Nc2ccccc2)nc1N	54
CC(=O)Oc1cc(C(C)C)c(OCCN(C)C)cc1C	55&37
O=S1(=O)N=C(SCc2cccnc2)Nc2ccccc21	56
CCOc1cccc2sc(NC(=O)c3ccc(S(=O)(=O)N4CCCc5ccccc54)cc3)nc12	62
C=CCSc1nc2ccccc2[nH]1	65
CN(C)c1ccc(C(CNC(=O)C2CCCC2)N2CCOCC2)cc1 (stereo not given)	59
Cc1sc(NC(=O)CCSc2ccc(F)cc2)c(C#N)c1C	56
